SNCA expr inh: inhibitors of alpha-synuclein (SNCA) gene expression | HEK-293 SNCA-luciferase knock-in, luminescence, 24 h | AID 1671194 | Potency, µM (top dose mostly 57.2 µM), inactives show top-dose activity change, negative = inhibition, most hits filed as inhibitors | 0.17% of 140,000 active;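 further: potency means the concentration at half of the fitted maximal effect; plate controls were DMSO cells for no effect and cell-free wells for full effect; nearly all actives have a fitted effect of over 45% in size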
HEK cytotox: kills HEK 293 cells. HEK 293 viability, ATP luminescence (CellTiter-Glo), 48-72 h. Potency, µM (highest dose often 115 µM), inactives show top-dose activity change, negative = cytotoxicity, usual class: inhibitors. 6.6% of 94,000 active. AID 1345083; further: potency means the concentration at half of the fitted maximal effect; nearly all actives have a fitted effect of over 60% in size
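HEK 293 cells seeded at 250 cells/well were exposed to compound for 48 or 72 hr at 37 degree Celsius. Viability taken as ATP content by CellTiter-Glo luminescence.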
3T3 cytotox: cytotoxic compounds in NIH 3T3 cells | NIH 3T3 viability, CellTiter-Glo ATP luminescence, 48-72 h | Potency, µM (series often up to 96.7 µM), for inactives: at the top dose activity change, negative = cytotoxicity, usual class: inhibitors | 4.3% of 94,000 active; further: potency means the concentration at half of the fitted maximal effect; nearly all actives have a fitted effect of over 55% in size
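Luminescent ATP readout (CellTiter-Glo, 10 min RT) after 48 or 72 hr compound exposure of NIH 3T3 cells seeded at 400 cells/well in 1536-well format; quantitative HTS.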
GPT2 inhibitor: blocks human glutamate pyruvate transaminase 2; Recombinant GPT2, coupled pyruvate oxidase/HRP Amplex Red fluorescence; Potency, µM (top dose mostly 57.7 µM), for inactives: top-dose activity change, negative = inhibition, most hits filed as inhibitors; 0.25% of 100,000 active; AID 1671188; further: potency means the concentration at half of the fitted maximal effect; nearly all actives have a fitted effect of over 60% in size; many of its hits are not listed in these tables
Target sequence (Q8TD30 whole entry, looked up): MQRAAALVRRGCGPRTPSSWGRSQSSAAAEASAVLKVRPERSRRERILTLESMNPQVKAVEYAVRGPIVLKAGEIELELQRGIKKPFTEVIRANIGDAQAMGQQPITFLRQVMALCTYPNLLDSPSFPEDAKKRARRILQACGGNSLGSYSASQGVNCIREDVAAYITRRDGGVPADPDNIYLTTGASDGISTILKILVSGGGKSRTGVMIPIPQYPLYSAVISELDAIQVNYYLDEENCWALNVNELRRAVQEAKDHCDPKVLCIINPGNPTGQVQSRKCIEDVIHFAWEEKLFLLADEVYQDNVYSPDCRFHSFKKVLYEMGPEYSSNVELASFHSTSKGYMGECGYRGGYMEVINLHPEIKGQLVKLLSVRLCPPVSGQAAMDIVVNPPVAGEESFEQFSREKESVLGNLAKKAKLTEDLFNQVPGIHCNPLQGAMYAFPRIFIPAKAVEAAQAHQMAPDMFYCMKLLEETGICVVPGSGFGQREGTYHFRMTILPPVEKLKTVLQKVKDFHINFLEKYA
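Fluorescence of coupled pyruvate oxidase/HRP/Amplex Red system (50uM Amplex, 30 min, dark) reports pyruvate formed by GPT2. Enzyme reaction: 10ng/uL GPT2, 2mM L-alanine, 250uM a-KG, 30 min room temperature, pH 7.5; 50uM AOA control.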
FLuc inh: blocks purified firefly luciferase enzyme activity | Potency, µM (titrated, usually from 115 µM), for the others: at the highest dose activity change, negative = inhibition, hits mostly inhibitors | P08659 | 2.5% of 76,000 active | purified P. pyralis luciferase, luminescence, biochemical; further: potency means the concentration at half of the fitted maximal effect; nearly all actives have a fitted effect of over 65% in size
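Biochemical qHTS: compound (6-point titration) added to 10uM D-luciferin plus 10uM ATP in Tris acetate pH 7.5 buffer with Mg, Tween-20 and BSA, then purified enzyme at 10nM; light output imaged.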
IP6K1 inh: IP6K1 kinase inhibition | 0.81% of 140,000 active | AID 1645851 | activity change, % (series mostly up to about 58 µM) | Q92551 | IP6K1 kinase, ADP-Glo luminescence, 2 h; stronger effect = lower value; in the data active means activity change below about -25%
Target sequence (Q92551 whole entry, looked up): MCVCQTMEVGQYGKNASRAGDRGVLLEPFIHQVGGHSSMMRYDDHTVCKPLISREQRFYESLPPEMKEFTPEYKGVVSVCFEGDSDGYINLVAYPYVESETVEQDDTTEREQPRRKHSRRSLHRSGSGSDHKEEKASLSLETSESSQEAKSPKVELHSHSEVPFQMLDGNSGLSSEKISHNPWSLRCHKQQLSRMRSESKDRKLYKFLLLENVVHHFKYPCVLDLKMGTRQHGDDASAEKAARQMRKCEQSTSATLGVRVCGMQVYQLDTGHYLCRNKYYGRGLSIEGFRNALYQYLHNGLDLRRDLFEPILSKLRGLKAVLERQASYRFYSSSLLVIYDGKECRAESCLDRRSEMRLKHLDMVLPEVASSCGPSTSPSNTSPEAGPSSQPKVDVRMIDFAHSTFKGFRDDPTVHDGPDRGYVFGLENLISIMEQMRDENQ
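ADP-Glo luminescence measures ADP made by human IP6K1 during a 2 h RT reaction with ATP/IP6 (mix at 1.3 mM/130 uM); top library doses 57.5 and 19.1 uM final.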
HEK293 viab: cell viability loss counter-screen; HEK-293-SNCA-luc viability, GF-AFC fluorescence, 24 h; Potency, µM (highest dose often 57.1 µM), for inactives: top-dose activity change, negative = cytotoxicity, hits mostly cytotoxic; 0.12% of 150,000 active; AID 1671193;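 further: potency means the concentration at half of the fitted maximal effect; 0% = DMSO-treated cells and -100% = medium-only wells without cells; nearly all actives have a fitted effect of over 30% in size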
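Cytotoxicity counterscreen: after 24 h compound treatment of genome-edited SNCA-luciferase HEK-293 cells, live-cell protease substrate GF-AFC read by fluorescence after 30 min; activity scaled between DMSO (0%) and medium-only (-100%), curves Hill-fitted.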
The depositor's hits bear a star; i = inactive; ? = inconclusive; . = no result given; [ ] = remark or other dose. Unless noted, the call rests on the fitted dose curve; in most records, active means well fitted curve in the direction sought with a large enough effect; inconclusive means small, poorly fitted or top-dose-only effect, or another doubt; inactive means no such curve, though single readings can be large; an effect the other way counts as inactive or inconclusive. Unless noted, on the % scale 0 is the no-effect control and ±100 the full control effect.

SMILES	SNCA expr inh	HEK cytotox	3T3 cytotox	GPT2 inhibitor	FLuc inh	IP6K1 inh	HEK293 viab
COc1ccc(F)cc1-c1ccc(CN2CCC(NC(=O)c3ccc(C(F)(F)F)cc3)C2)cc1 (stereo not given)	.	20µM*	?	.	.	-5.3	.
O=C1[C@H]2CN(Cc3ccccc3Cl)C[C@H]2C(=O)N1Cc1ccc2c(c1)OCO2	-33.6%	?	?	i	-0.3%	-7.6	24.7%
COc1ccc(CN(C)c2ccc(-c3nc(-c4ccccc4)no3)cc2[N+](=O)[O-])cc1	147.5%[activator]	.	.	.	.	-11.4	-3.9%
O=c1c2sc3ccccc3c2n(Cc2cccc(C(F)(F)F)c2)c(=O)n1Cc1ccco1	25.9%	.	.	.	.	-11.4	-1.9%
COc1ccc(C2c3c(-c4ccccc4)n[nH]c3C(=O)N2c2ccc(C(=O)O)cc2)c(OC)c1 (stereo not given)	-0.2%	.	.	.	.	-10.9	-4.8%
COCCN1C(=O)c2ccccc2C(C(=O)Nc2nc3ccccc3[nH]2)C12CCCCC2 (stereo not given)	-1.1%	79.4µM*	?	-5.1%	-0.7%	1.9	-8.9%
Cc1ccc(NC(=O)Nc2ccc(C)n(CC(=O)NCC(C)C)c2=O)cc1	-8.6%	?	?	-17.9%	0.891µM*	-7.8	7.8%
COc1cccc(C(=O)Nc2nc3nc(-c4ccccc4)cc(=O)n3[nH]2)c1	-10.7%	.	.	.	.	5.0	8.9%
CC1=C[C@@H](CNC(=O)COc2ccccc2)[C@H](C(C)C)C[C@H]1CC(=O)NCc1ccccn1	?	?	?	i	-5.6%	-0.2	-16.3%
Clc1cccc(Nc2cnc3ccc(N4CCOCC4)nn23)c1	60.7%[activator][87.6 µM]	?	?	-24.5%[88.5 µM]	-20.3%[172 µM]	-19.1	13.8%[87.6 µM]
CCc1ccc2oc(-c3cccc(NC(=O)c4cc5ccccc5o4)c3)nc2c1	203.1%[activator]	.	.	.	.	17.2	?
Nc1nc2c(nc(Sc3ccc(Cl)cc3)n2[C@@H]2O[C@@H]3COP(=O)(O)O[C@H]3[C@H]2O)c(=O)[nH]1	.	.	.	i	.	12.6	2.6%
COc1ccc(-c2cn3c(n2)sc2cc(C(=O)Nc4cccc(SC)c4)ccc23)cc1	81.5%[activator]	.	.	.	.	-12.8	-5.5%
CN1CCC(Cn2ccc3c(N4CCOCC4)nc(-c4cccc5[nH]ncc45)cc32)CC1	-26.2%[87.6 µM]	?	44.7µM*	4.2%[88.5 µM]	12.4%[172 µM]	-11.8	-19.4%[87.6 µM]
CNC(=O)C1CCCN(c2ccnc3ccnn23)C1 (stereo not given)	-2.0%[87.6 µM]	-8.1%[172 µM]	-2.8%[138 µM]	?	.	-12.5	17.3%[87.6 µM]
Cc1ccccc1C(=O)N1CCc2nc(C(C)C)nc(-c3ccc(O)cc3)c2C1	-3.3%	2.7%	-2.5%	i	7.4%	-3.9	1.3%
O=C(N[C@H]1CCC[C@H](CO)C1)C1CCN(c2nc3cc(Cl)c(-c4ccc(Cl)cc4)cc3o2)CC1	.	.	.	-9.0%	.	2.9	-36.1%
NCCCN1C(=O)CC[C@H]2CN(C(=O)c3coc4ccccc34)CC[C@H]21	-12.1%	-2.3%	0.1%	1.5%	8.4%	-8.3	3.2%
CCCS(=O)(=O)c1nc(S(=O)(=O)c2ccc(C)cc2)c(NCc2ccccc2)s1	5.0%	.	.	.	.	2.1	-12.8%
O=C(c1c[nH]c2ncccc12)N1CCC(Cc2ccccc2)CC1	7.8%[87.6 µM]	?	?	i	?	-1.9	-11.1%[87.6 µM]
Cc1ccsc1CN1CCC(Oc2ccccc2-c2nc(-c3ccncc3)no2)C1 (stereo not given)	60.6%[activator]	25.1µM*	31.6µM*	i	?	-7.4	-12.9%
CCOC(=O)Cn1c(=O)n(CC2CCCO2)c2nc(-c3ccccc3Cl)nc(C(N)=O)c21 (stereo not given)	-14.2%	.	.	.	.	12.5	-2.4%
COc1ccc(Nc2ccnc(N3CCCC3C(=O)NCc3ccc(C(F)(F)F)cc3)n2)cc1 (stereo not given)	2.1%	?	-40.5%	?	.	-2.3	1.8%[12.5 µM]
CC1(C)CC[C@]23CO[C@@]4(CCC5[C@@]6(C)CC[C@H](O[C@@H]7OC[C@H](O[C@@H]8O[C@H](CO)[C@@H](O)[C@H](O)[C@H]8O)[C@H](O)[C@H]7O[C@@H]7O[C@H](CO)[C@@H](O[C@@H]8O[C@H](CO)[C@@H](O)[C@H](O)[C@H]8O)[C@H](O)[C@H]7O)[C@@](C)(CO)C6CC[C@@]5(C)[C@]4(C)C[C@H]2OC2OCC(O)C(O)C2O)C3C1 (stereo not given in full)	.	.	.	i[11.5 µM]	.	-6.9	?
CC(=O)N[C@@H]1CCC[C@@H](C(=O)NC2CCOCC2)CC(=O)N(C)C1	5.8%[87.6 µM]	-18.5%[172 µM]	?	1.6%[88.5 µM]	-12.0%[172 µM]	-0.6	13.1%[87.6 µM]
O=C1CN([S+](=O)([O-])Cc2ccccc2)CC(O)CN1CCc1ccccc1 (stereo not given)	.	?	-15.2%	.	.	10.2	.
CC(C)c1noc(-c2cn(C3CCN(C(=O)c4cc(Cl)ccc4F)C3)nn2)n1 (stereo not given)	-10.5%	?	?	2.6%	-0.9%	-19.1	-13.2%
Cc1ccc(Nc2ccnc(N3CCC(NC(=O)Nc4ccccc4)CC3)n2)cc1	4.3%	?	?	2.5%	.	-4.7	-1.0%[12.5 µM]
COc1cccc(NC(=O)NC[C@H]2O[C@@H](CO)[C@@H](O)[C@H]2N2CCN(c3ccc(F)cc3)CC2)c1	-27.9%	0.5%	-14.7%	-18.1%	4.6%	-5.3	5.7%
C#CCNC(=O)C1=NOC2CN(C(=O)NC(C)C)CC12 (stereo not given)	5.3%[87.6 µM]	5.0%[172 µM]	i	3.4%[88.5 µM]	.	7.0	-7.8%[87.6 µM]
CO[C@H]1C(=O)N(C(C)C)[C@H]1C1CCN(S(=O)(=O)c2cccc3nsnc23)CC1	6.6%	-28.3%	-27.4%	i	.	31.7	6.8%
O=C1COCC2(CN(c3ccccc3)C2)CN1c1ccc(OC(F)(F)F)cc1	8.0%[87.6 µM]	89.1µM*	89.1µM*	i	-5.0%[172 µM]	-2.7	-2.3%[87.6 µM]
Fc1ccc2nc([C@H]3CCN(Cc4ccc(F)c(F)c4)C3)[nH]c2c1	-14.5%[87.6 µM]	56.2µM*	?	?	?	4.3	-22.2%[87.6 µM]
OCc1ccc(CN2C[C@H](O)C[C@H]2c2nc(-c3ccc(F)cc3)no2)o1	110.2%[activator][87.6 µM]	1.2%[172 µM]	i	i	44.7µM*	-8.5	0.0%[87.6 µM]
CC[C@@H](C)Nc1cc(C(=O)NC2CC3CCC(C2)N3c2ccc(C(=O)C3CC3)cn2)c(C)cc1C(N)=O (stereo not given in full)	.	.	.	?	.	12.0	-9.3%
O=C1NC2CCCCC2=C1CC(=O)N1CCOCC1 (stereo not given)	-7.5%	0.2%	1.4%	-0.7%	7.4%	33.3	2.6%

Reprinted from above for reference:
SMILES	SNCA expr inh	HEK cytotox	3T3 cytotox	GPT2 inhibitor	FLuc inh	IP6K1 inh	HEK293 viab
CC[C@@H](C)Nc1cc(C(=O)NC2CC3CCC(C2)N3c2ccc(C(=O)C3CC3)cn2)c(C)cc1C(N)=O (stereo not given in full)	.	.	.	?	.	12.0	-9.3%
O=C1NC2CCCCC2=C1CC(=O)N1CCOCC1 (stereo not given)	-7.5%	0.2%	1.4%	-0.7%	7.4%	33.3	2.6%

Carrying on:
SMILES	SNCA expr inh	HEK cytotox	3T3 cytotox	GPT2 inhibitor	FLuc inh	IP6K1 inh	HEK293 viab
C1CC(Cc2nc(C3CC3)n[nH]2)CN1 (stereo not given)	7.4%	-3.7%	i	3.9%	7.8%	3.6	-6.0%
COc1ccc(F)cc1S(=O)(=O)NC1CCc2nnc(C3CC3)n2CC1 (stereo not given)	2.9%	0.4%	-1.2%	-2.6%	4.8%	-1.8	8.7%
COc1ccccc1C(=O)NCCSc1c(C)[nH]c2ccccc12	-16.2%	.	.	.	.	-3.2	?
CNC(=O)[C@@H]1CN(C(=O)c2ccc(F)c(Cl)c2)C[C@H]1COC	8.5%	2.9%	-8.2%	i	-10.4%	-9.4	5.9%
CCOc1ccc(NC(=O)c2ccc3c(SCC(=O)O)c4c(nc3c2)CCCC4)cc1	23.7%	.	.	.	.	-10.0	1.5%
COc1ccc(CN2C[C@@H]3C(=O)N(CCCN4CCCC4=O)C(=O)[C@@H]3C2)cc1OC	1.9%	1.2%	-9.7%	i	-3.2%	-1.6	4.5%
Cc1ocnc1C(=O)N1CCC2(CCCN(CCCc3ccccc3)C2=O)C1 (stereo not given)	22.0%	?	-27.5%	?	-25.9%	10.3	2.2%
Cc1cc(NC(=O)CN2C(=O)c3cccnc3Sc3ccccc32)ccc1Br	-0.7%	.	.	.	.	16.8	4.5%
O=C(NCc1ccncc1)c1cc2n(n1)CC(c1ccc(Br)cc1)OC2 (stereo not given)	-25.7%	?	-26.9%	i	-22.7%	-8.6	-8.8%
CC(C)C(=O)NCCC1CCN(C(=O)Nc2cc(F)ccc2F)CC1	3.8%	4.1%	-5.2%	-9.2%	-6.7%	2.8	-0.1%
O=C1CCN(C(=O)CC2CCCCC2)CCCC(c2nc(-c3cccnc3)no2)CCN1 (stereo not given)	15.8%	i	-2.3%	1.3%	3.9%	-3.7	4.4%
Cc1cc(O)cc(C)c1Cl	-50.6%[25.6 µM]	.	.	-4.6%	.	15.1	-9.3%[23.9 µM]
COc1cccc2c1CCN=C2C[C@H]1CN(C(=O)C2CCC2)CC[C@H]1CC(=O)O	-3.3%[87.6 µM]	-4.3%[172 µM]	-0.9%[174 µM]	-11.9%[88.5 µM]	-2.1%[172 µM]	13.0	1.2%[87.6 µM]
CN(C)CCNC(=O)c1ccc2c(=O)n3c(nc2c1)CCCCC3	4.9%	.	.	.	.	18.0	5.5%
CCCSc1ncc(Cl)c(C(=O)N2CCN(c3ccc(OC)cc3)CC2)n1	13.6%	.	.	.	.	-15.2	6.8%
Fc1ccc(OC2CN(Cc3cccc4ccccc34)C2)c(F)c1	-0.6%	?	-25.6%	i	.	2.8	-6.7%
CN(C)c1ccc(CN2CCOC[C@H]2c2ncc(-c3ccncc3)[nH]2)cc1	3.4%[87.6 µM]	-24.1%[172 µM]	1.4%[174 µM]	-26.7%[88.5 µM]	-13.7%[172 µM]	3.0	-6.2%[87.6 µM]
O=C(O)CC1NCCNC1=O (stereo not given)	17.2%	i	i	-2.1%	-5.5%	-3.6	8.5%
CCCCCOC(=O)Nc1nc(=O)n([C@@H]2O[C@H](C)[C@@H](O)C2O)cc1F (stereo not given in full)	27.2%	.	.	i	.	.	-1.8%
CCOC(=O)[C@@H]1[C@@H](O)C(=O)N(Cc2ccccc2)C12CCN(C(=O)Cc1ccc(OC)cc1)CC2	.	2.1%	?	.	.	-3.4	.
COc1ccc(-c2nnc3n2CCN(C(=O)c2cccc(OC)c2)C3)cc1	9.7%	-1.3%	-22.5%	-0.3%	-14.8%	13.9	-17.5%

Bioassay records (PubChem BioAssay)

These rows are one share of the data, so the mix of outcomes need not match the whole.
